Assay outcomes (PubChem BioAssay)
NPY-Y1 antag: antagonists of human neuropeptide Y receptor Y1. HEK293-CNG Y1 cells, membrane potential fluorescence; NPY at EC95, then isoproterenol. AID 1040. P25929. actives 1% (n = 200,000). inhibition, % at 3.6 µM;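 active = inhibition above the campaign mean inhibition of all tested compounds plus 3 SD, cut at about 20% in these data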;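 also: 0% = DMSO wells given NPY plus isoproterenol and 100% = isoproterenol alone without NPY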
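material = HEK293 cells with Y1 receptor plus CNG channel | also added = NPY 25 nM then isoproterenol 1 µM plus Ro 20-1724 25 µM | schedule = dye 3 h, compound 60 min room temperature, stimulation 45 min | measured by = membrane potential fluorescence | benchmarks = high control isoproterenol alone, low control NPY with isoproterenol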
NPY2 pot ag: potentiators or agonists of human neuropeptide Y receptor Y2. P49146. cells expressing NPY-Y2, potentiator/agonist read-out. activation, % at 3.6 µM. actives 0.45% (n = 220,000); in the data active = activation above about 27%;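 also: cells stimulated with NPY near EC25 plus isoproterenol at EC100; 0% = vehicle plus submaximal agonist and 100% = vehicle plus saturating agonist; some results beyond the cut were filed as inactive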
Target sequence (P49146 whole entry, looked up): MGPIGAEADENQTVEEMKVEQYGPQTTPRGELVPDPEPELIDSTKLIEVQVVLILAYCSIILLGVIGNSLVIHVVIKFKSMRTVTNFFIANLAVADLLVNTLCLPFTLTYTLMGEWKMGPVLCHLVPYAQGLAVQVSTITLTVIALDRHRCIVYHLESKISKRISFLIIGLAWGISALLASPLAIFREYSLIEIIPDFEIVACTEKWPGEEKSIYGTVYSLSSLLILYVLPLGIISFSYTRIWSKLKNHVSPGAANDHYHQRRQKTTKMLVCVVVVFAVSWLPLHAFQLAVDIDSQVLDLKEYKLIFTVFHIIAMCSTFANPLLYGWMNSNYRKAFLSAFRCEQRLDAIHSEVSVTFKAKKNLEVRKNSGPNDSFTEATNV
S1P4 agonist: human S1P4 receptor agonism. actives 0.35% (n = 220,000). activation, % at 4.98 µM. O95977. AID 1509. S1P4-expressing cell line, agonist reporter assay; in the data active = activation above about 11%;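 also: 0% = DMSO vehicle and 100% = reference agonist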
Target sequence (O95977 whole entry, looked up): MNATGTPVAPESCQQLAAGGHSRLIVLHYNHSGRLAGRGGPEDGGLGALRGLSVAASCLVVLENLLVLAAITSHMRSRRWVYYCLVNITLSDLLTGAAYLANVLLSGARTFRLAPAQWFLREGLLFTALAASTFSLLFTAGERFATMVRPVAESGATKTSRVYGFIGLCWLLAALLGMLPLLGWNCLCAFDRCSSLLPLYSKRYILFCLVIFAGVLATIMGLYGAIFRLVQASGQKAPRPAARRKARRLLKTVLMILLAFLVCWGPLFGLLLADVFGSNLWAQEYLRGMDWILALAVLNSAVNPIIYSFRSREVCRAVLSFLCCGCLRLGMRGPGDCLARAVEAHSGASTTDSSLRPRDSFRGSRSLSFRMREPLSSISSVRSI
Ba/F3 V617F tox: loss of viability in JAK2V617F-driven Ba/F3 cells; Ba/F3 EpoR-JAK2V617F viability, ATP luminescence; inhibition, % at 5.6 µM; actives 1.1% (n = 220,000);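 active = inhibition above the campaign mean plus 3 SD over all tested compounds, cut at about 24% in these data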;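 also: cytokine-independent growth of Ba/F3 cells driven by EpoR plus mutant JAK2; 0% = DMSO-treated cells and 100% = JAK inhibitor I control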
NPY-Y1 PAM-ag: potentiates or activates human NPY-Y1 receptor | P25929 | NPY-Y1 expressing cells, potentiator/agonist activation | activation, % at 3.6 µM | actives 0.37% (n = 220,000); in the data active = activation above about 33%, passing the limit was not always enough;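 also: cells stimulated with NPY at EC10 then isoproterenol at EC100; 0% = low agonist plus stimulus and 100% = saturating agonist plus stimulus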
CHOP inh: CHOP inhibition in unfolded protein response; CHO-K1 CHOP-promoter luciferase, tunicamycin-induced, 15-18 h; inhibition, % at 10 µM; AID 2732; actives 3.8% (n = 220,000);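 active = compounds that reduced the stress-induced luciferase reporter signal by more than about 70% of percent inhibition, limit read from the data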;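 also: 0% = tunicamycin plus vehicle and 100% = wells without tunicamycin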
S1P4 antag: human S1P4 receptor antagonism; actives 0.26% (n = 220,000); O95977; inhibition, % at 4.98 µM; S1P4-expressing cells, antagonist mode, reporter read-out; AID 1510; in the data active = inhibition above about 29%;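 also: 0% = wells stimulated with agonist and 100% = vehicle wells without agonist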
BaF3 parental: reduces parental Ba/F3 cell viability, JAK2V617F counter-screen; inhibition, % at 5.6 µM; actives 1.1% (n = 220,000); AID 1486; CellTiter-Glo ATP luminescence;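 active = inhibition above a per-campaign cutoff, the mean inhibition of all tested compounds plus 3 SD, cut at about 27% in these data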;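 also: 0% = DMSO wells and 100% = JAK Inhibitor I control wells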
NCF1 inh: inhibitors of human p47phox binding; inhibition, % at 24.7 µM; P14598; p47phox/p22phox peptide binding, fluorescence polarization, 2 h; actives 0.53% (n = 220,000); AID 1274;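 active = inhibition above about 30%, limit read from the data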;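 also: 0% = p47phox with labelled peptide and 100% = labelled peptide alone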
An asterisk follows results filed as active; x = not tested or not shown.

Below each SMILES: NPY-Y1 antag, NPY2 pot ag, S1P4 agonist, Ba/F3 V617F tox, NPY-Y1 PAM-ag, CHOP inh, S1P4 antag, BaF3 parental, NCF1 inh
- CC1(CC(=O)N/N=C/c2ccc(-c3ccc(C(=O)O)cc3)o2)OCCO1
  -3, -7, 0.5, -6, 8, 24, 1, -5, -5
- O=C(CSc1n[nH]c(=O)n1-c1cccnc1)N1CCOCC1
  x, 1, -0.8, -2, 31, 19, 1, 3, -2
- CCn1c(SCC(=O)c2ccc(C)cc2)nnc1-c1ccncc1
  0, -2, 1.9, 1, 14, -17, 13, 8, -6
- O=C(Oc1ccc2c(=O)c(Oc3ccc4ccccc4c3)coc2c1)c1ccco1
  3, -6, 1.1, -3, 2, 39, -7, 3, -7
- CCOC(=O)Nc1nc(-c2ccc(F)cc2F)cs1
  0, 15, 0.8, 1, -4, 13, -1, 3, -1
- Cc1ccc(S(=O)(=O)NCCN=C(CN2CCOCC2)NS(=O)(=O)c2ccc(C)cc2)cc1
  2, 1, 0.2, -3, 3, 33, -17, -1, -9
- Cc1nc(N[C@@H](Cc2ccccc2)C(=O)O)c2oc3ccccc3c2n1
  18, -15, 0.0, 4, -22, 25, -6, 3, -5
- CCCCN1C(=O)N(c2nnc(C(C)(C)C)s2)C(O)C1c1ccc(C)cc1 (stereo not given)
  x, 12, -0.3, -5, 2, 2, -2, -5, 5
- COC(=O)c1sc2ccccc2c1NC(=O)c1ccc(S(=O)(=O)N2CCCCC2C)cc1 (stereo not given)
  5, -14, 0.3, -1, 8, 20, 4, 2, -7
- O=S(=O)(NC(=S)NC1CCCCC1)c1ccc(Br)cc1
  0, -10, -1.4, 0, -3, 27, 1, 1, -15

Additional structures.
Below each SMILES: NPY-Y1 antag, NPY2 pot ag, S1P4 agonist, Ba/F3 V617F tox, NPY-Y1 PAM-ag, CHOP inh, S1P4 antag, BaF3 parental, NCF1 inh
- CCOC(=O)CN1C(=O)C(O)=C(C(C)=O)C1c1ccc([N+](=O)[O-])cc1 (stereo not given)
  7, 0, 1.9, 1, 3, 2, 5, 1, -11
- CC(=O)Nc1ccc(-c2cc3ccccc3o2)cc1
  2, 29*, 2.5, 5, -6, 31, -2, 5, -11
- Cc1ccc(NCc2ccccc2O)c(C)c1
  3, 1, 0.0, -4, 9, 3, -19, 4, -4
- CCOC(=O)N1CCN(S(=O)(=O)c2ccc(C(=O)Nc3ccc4c(c3)C(=O)NC4=O)cc2)CC1
  0, 11, 1.2, -3, 3, 15, -21, 3, 11
- O=C(COC(=O)c1ccc(S(=O)(=O)NCc2ccco2)cc1)NC1CCCCCC1
  2, 8, -2.8, 0, 16, 23, 0, 3, 21
- COc1ccc(NC(=O)C(=O)NCCCn2ccnc2)cc1
  2, 8, -1.0, -3, 4, 1, -8, 3, -3
- O=C(O)c1ccc(F)c(S(=O)(=O)Nc2ccccc2Cl)c1
  -3, 2, 3.2, 0, -4, -17, -23, 2, -1
- Cc1cc(=O)oc2cc(OC(C)C(=O)N3CCOCC3)ccc12 (stereo not given)
  1, 11, -0.1, -1, 17, -7, 15, 3, -71
- O=C(CSC1=NCCN1)Nc1cccc(C(F)(F)F)c1
  -3, 10, -0.8, 0, 15, 32, -1, 3, -12
- CN(CCO)CCC(=O)NC1(C)CS(=O)(=O)CC1S(=O)(=O)O (stereo not given)
  x, -8, 1.1, -3, 23, -17, -9, -11, 1

Next section; it opens with the three that closed the last part.
Below each SMILES: NPY-Y1 antag, NPY2 pot ag, S1P4 agonist, Ba/F3 V617F tox, NPY-Y1 PAM-ag, CHOP inh, S1P4 antag, BaF3 parental, NCF1 inh
- Cc1cc(=O)oc2cc(OC(C)C(=O)N3CCOCC3)ccc12 (stereo not given)
  1, 11, -0.1, -1, 17, -7, 15, 3, -71
- O=C(CSC1=NCCN1)Nc1cccc(C(F)(F)F)c1
  -3, 10, -0.8, 0, 15, 32, -1, 3, -12
- CN(CCO)CCC(=O)NC1(C)CS(=O)(=O)CC1S(=O)(=O)O (stereo not given)
  x, -8, 1.1, -3, 23, -17, -9, -11, 1
- Cc1ccc(NC(=O)CN2CCCN(S(=O)(=O)c3ccc(Br)s3)CC2)cc1
  5, -10, -5.3, -4, -45, 62, 0, 2, -16
- Nn1c(COc2ccc(Cl)cc2)n[nH]c1=S
  5, -2, 0.0, 1, -29, 1, -23, 8, -3
- CCN(CC)c1ccc(/C=N/Nc2cccc(C)c2)c(O)c1
  -6, 10, -0.7, -3, 7, -1, 6, 0, -4
- NC(=O)c1ccc(NS(=O)(=O)c2ccccc2F)cc1
  4, -2, 0.0, -3, 12, 2, -22, 1, 1
- COCCNC(=O)c1ccc(C(=O)C(=O)c2ccccc2)cc1
  3, 1, -0.1, 1, 16, -1, -4, 2, -3
- COc1ccc(OC)c(Nc2ncnc3c2cnn3-c2ccccc2)c1
  1, -13, -1.2, 5, -17, 29, -9, 4, -3
- Cn1cc(Br)c(-c2cccc(N3C(=O)CCCC3=O)c2)n1
  x, -14, -1.0, 4, -27, 13, 5, 1, -3
- CC(C)C(=O)Nc1ccc(N2CCN(S(C)(=O)=O)CC2)cc1
  1, -2, 2.3, 0, 3, -8, -8, 0, -7
- CN(C)CCNc1oc(/C=C/c2ccccc2)nc1C#N
  1, -4, 1.2, 2, 5, 8, -9, 5, -2
- CC(C)NC(=O)CN(c1cccc([N+](=O)[O-])c1)S(=O)(=O)c1ccccc1
  0, 2, -1.8, -4, 6, -15, -20, 2, -5

Overlap with the part before: 2 entries, followed by the next part.
Below each SMILES: NPY-Y1 antag, NPY2 pot ag, S1P4 agonist, Ba/F3 V617F tox, NPY-Y1 PAM-ag, CHOP inh, S1P4 antag, BaF3 parental, NCF1 inh
- CN(C)CCNc1oc(/C=C/c2ccccc2)nc1C#N
  1, -4, 1.2, 2, 5, 8, -9, 5, -2
- CC(C)NC(=O)CN(c1cccc([N+](=O)[O-])c1)S(=O)(=O)c1ccccc1
  0, 2, -1.8, -4, 6, -15, -20, 2, -5
- COc1ccc(N(C(=O)c2ccccc2OC(C)=O)C(C)C2CC2)cc1 (stereo not given)
  2, -7, -0.7, -3, -8, 27, 5, 1, -11
- Cc1nc(C(=O)NNC(=O)Nc2ccc(Cl)cc2)cs1
  x, 9, -1.3, -2, 8, -12, 20, -1, -14
- COc1ccc(NC(=O)C23CC4CC(C2)CC(n2cnc(Br)n2)(C4)C3)cc1OC
  -17, 6, 0.7, 0, 9, -22, -15, -3, -1
- CC1CCCN(c2ccc(C(=O)OCC(=O)N3c4ccccc4Sc4ccccc43)cc2[N+](=O)[O-])C1 (stereo not given)
  8, -3, -3.0, -2, -4, 4, -6, 5, -3
- CCCNC(=S)Nc1ccc(Cl)cc1Cl
  -5, -8, 2.4, -3, 18, -4, -28, 5, -21
- COc1ccc(OC)c(S(=O)(=O)N(C)CC(=O)N2CCN(c3cccc(Cl)c3)CC2)c1
  5, -5, 0.7, 2, 12, 42, -19, 9, -12
- CCC(NC(=O)c1ccccc1NC(=O)c1ccco1)C(=O)NNC(=O)c1ccncc1 (stereo not given)
  x, -2, 0.1, 3, 0, 7, 7, 2, -11
- O=C(NC1CCCC1)C(c1cccnc1)N(C(=O)c1csnn1)C1CCCC1 (stereo not given)
  2, -17, 2.0, 1, -7, 17, -22, 3, 6
- COc1ccc(/C=N/N=C2/CC(C)(C)Cc3n[nH]c(=O)cc32)cc1
  -3, 13, -1.1, 1, 6, 22, -10, 9, -1
- C/C(=N/NC(=O)OC(C)(C)C)c1ccco1
  4, 2, 0.3, 0, -3, 28, -18, 4, -18

Entries above that bear a hit mark in NPY2 pot ag:
Structure | NPY-Y1 antag | NPY2 pot ag | S1P4 agonist | NPY-Y1 PAM-ag | CHOP inh | S1P4 antag | NCF1 inh
CC(=O)Nc1ccc(-c2cc3ccccc3o2)cc1 | 2 | 29* | 2.5 | -6 | 31 | -2 | -11

New compounds follow
compound | NPY-Y1 antag | NPY2 pot ag | S1P4 agonist | Ba/F3 V617F tox | NPY-Y1 PAM-ag | CHOP inh | S1P4 antag | BaF3 parental | NCF1 inh
CCc1ccc(CN(C)CC(=O)Nc2ccccc2[N+](=O)[O-])cc1 | 2 | 3 | 0.5 | -1 | -12 | 29 | -10 | 5 | -3
O=C(OCC(=O)N1c2ccccc2Sc2ccccc21)C1CC(=O)N(Cc2ccco2)C1 (stereo not given) | -10 | 7 | 0.7 | 1 | -16 | -5 | 12 | 2 | -22
Oc1ccc(Nc2ccnc3cc(Cl)ccc23)cc1 | x | -19 | -0.1 | 1 | -28 | 9 | 16 | -1 | -3
CC1(C(=O)NC2CCCC2)CCC(=O)N1Cc1ccccc1 (stereo not given) | 12 | 14 | 1.6 | -2 | -9 | 15 | -5 | 5 | 3
CC(=O)c1c(C)nc(Nc2nc3ccccc3s2)nc1C | x | -16 | -0.4 | 4 | 15 | 1 | 3 | -3 | 2
CCC(=O)Nc1cc(C(=O)OCC(=O)c2ccccc2)ccc1C | 0 | 2 | -1.4 | -6 | -4 | -33 | -11 | -1 | -4
CCOc1ccc(-c2nc(CSCC(=O)NCc3ccco3)c(C)o2)cc1 | 4 | 10 | 0.5 | -3 | 2 | 106* | -13 | 2 | -11
COC(=O)[C@@]1(Cc2ccc(OC)cc2)[C@H]2c3cc(C(=O)N4CCCC4)n(Cc4ccc(OC)c(OC)c4)c3C[C@H]2CN1C(=O)c1ccccc1 | 10 | -9 | 0.8 | -1 | -23 | 38 | -10 | 1 | -23
Clc1ccc(CNc2ccc(CNc3ncn[nH]3)cc2)c(Cl)c1 | x | 11 | 4.7 | -5 | 18 | 1 | -3 | 2 | -19
CN1CCN(NC(=O)c2cn(-c3ccccc3)nc2-c2ccc(OC(F)F)cc2)CC1 | 0 | 3 | -1.4 | 0 | 11 | -4 | -6 | 0 | -2
Oc1ccccc1-n1c(-c2ccccc2)ccc1-c1ccccc1 | x | 5 | 1.9 | 2 | 24 | 104* | 5 | 1 | 0
CCOc1ccccc1NC(=O)c1cnc2n(c1=O)CCS2 | 4 | -14 | 1.1 | 3 | -21 | -44 | -10 | 6 | -14
O=C(OCCN(CCOC(=O)c1ccncc1)S(=O)(=O)c1cccs1)c1ccncc1 | -3 | 7 | -2.9 | -3 | 10 | 4 | -3 | 3 | -7
CCN(CC)C(=O)CC(c1ccc(F)cc1)c1ccco1 (stereo not given) | 2 | -6 | 1.0 | -3 | -7 | -17 | -24 | 2 | -21
CC(C(=O)NC(=O)NC1CCCCC1)N1CCN(c2ccccn2)CC1 (stereo not given) | 3 | 14 | -0.4 | 0 | 5 | 28 | -1 | 3 | -15
NC(=O)C1CCN(C(=O)CSc2nc3c(c(-c4ccccc4)n2)CCCC3)CC1 | 4 | 3 | 0.1 | -3 | 17 | -4 | 8 | 2 | -8
Cc1cc(C)n(C(=O)c2ccc(C)c(F)c2F)n1 | 11 | 10 | 4.6 | -2 | -16 | -2 | -14 | 7 | -1
Cn1c(N)c(C(=O)COC(=O)CCCN2C(=O)c3ccccc3C2=O)c(=O)n(C)c1=O | 6 | 3 | 0.3 | 0 | 1 | -18 | -17 | 4 | 0
C=CCNc1ncnc2c1cnn2-c1ccc(C)cc1C | -2 | 5 | 0.7 | -3 | -1 | 5 | -4 | 4 | 7
COc1ccc(-c2nc3c(c(SCC(=O)N4CCOCC4)n2)COC(C)(C)C3)cc1 | 10 | -3 | 1.0 | 0 | 8 | -11 | 6 | 7 | 2
